USP1-UAF1 inh: inhibitors of human USP1/UAF1 deubiquitinase; O94782; recombinant USP1/UAF1, Ub-Rhodamine cleavage fluorescence; Potency, µM (doses to about 57.1 µM), for inactives: at the top dose activity change, negative = inhibition, usual class: inhibitors; hit rate 0.23% among 390,000; also: potency is read from the fitted curve at half-maximal effect; % is scaled to controls: 0 for no effect and ±100 for the full control effect; nearly all actives have a fitted effect of over 60% in size; inactives centre near -12
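USP1/UAF1 complex at 1 nM was preincubated with compound for 15 min at room temperature, then Ub-Rho substrate (150nM final) was added. Fluorescence (480/540 nm) was read kinetically, 6 reads every 60 seconds.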
HP1b chromo inh: blocks HP1-beta chromodomain binding to methylated histone tails. AlphaScreen HP1-beta / biotin-H3K9me3 peptide binding. Potency, µM (highest dose often 114 µM), inactives show at the highest dose activity change, negative = inhibition, actives largely listed as inhibitors. hit rate 0.56% among 390,000; also: potency is read from the fitted curve at half-maximal effect; nearly all actives have a fitted effect of over 70% in size; inactives centre near 23
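HP1-beta protein (50 nM final) preincubated 30 min at room temperature with biotinylated H3(1-18)K9me3 peptide (50 nM) in PBS pH 7.4, 0.01% Tween-20, then compound added for 30 min. AlphaScreen streptavidin donor/nickel chelate acceptor beads (10 ug/mL final), 30 min dark, luminescence read.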
Pin1 inhibitor: blocks the human prolyl isomerase Pin1; Potency, µM (titrated, usually from 115 µM), for inactives: at the highest dose activity, negative = inhibition, usual class: inhibitors; Q13526; Pin1 FP peptide displacement, HiFluor488, 10 min; hit rate 0.009% among 390,000; active = well fitted inhibition curve with a large enough effect in the polarisation, with a control signal flat, not every such curve was filed as active; inconclusive = small, poorly fitted or top-dose-only effect, or effect the other way, or a change in a side signal; inactive = no such curve, though single readings can be large or run the other way; the % refers to the polarisation; also: potency is read from the fitted curve at half-maximal effect; % is scaled to controls: 0 for no effect and ±100 for the full control effect
Target sequence (Q13526 whole entry, looked up): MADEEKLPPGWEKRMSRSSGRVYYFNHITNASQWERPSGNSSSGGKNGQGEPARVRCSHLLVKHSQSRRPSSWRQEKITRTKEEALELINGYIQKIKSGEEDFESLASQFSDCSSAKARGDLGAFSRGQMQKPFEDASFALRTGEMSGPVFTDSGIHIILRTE
Tb PGK inh: blocks T. brucei phosphoglycerate kinase; PGK/GAPDH coupled, Kinase-Glo luminescence, 60 min; P07378; Potency, µM (series often up to 57.5 µM), for inactives: at the top dose activity change, negative = inhibition, hits mostly inhibitors; hit rate 0.043% among 380,000; also: potency is read from the fitted curve at half-maximal effect; % is scaled to controls: 0 for no effect and ±100 for the full control effect; nearly all actives have a fitted effect of over 60% in size
Target sequence (P07378 whole entry, looked up): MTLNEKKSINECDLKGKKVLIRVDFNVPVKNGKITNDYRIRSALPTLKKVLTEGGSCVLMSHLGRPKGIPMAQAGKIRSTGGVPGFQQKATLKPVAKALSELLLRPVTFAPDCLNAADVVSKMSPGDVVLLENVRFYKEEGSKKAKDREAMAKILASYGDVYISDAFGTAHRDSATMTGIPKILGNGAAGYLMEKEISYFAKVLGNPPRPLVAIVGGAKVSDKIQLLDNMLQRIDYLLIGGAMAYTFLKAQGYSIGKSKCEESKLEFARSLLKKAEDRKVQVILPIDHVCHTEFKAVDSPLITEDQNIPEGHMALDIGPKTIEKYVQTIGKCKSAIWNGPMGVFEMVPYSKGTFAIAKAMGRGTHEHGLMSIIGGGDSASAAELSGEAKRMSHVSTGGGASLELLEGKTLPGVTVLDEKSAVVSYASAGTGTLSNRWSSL
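Luminescent ATP detection (Kinase-Glo Plus) follows a 60-minute room-temperature incubation, with wells lacking PGK as controls. Buffer: 100 mM TEA (pH 7.6), 5 mM MgCl2, 0.01% Tween-20. Coupling enzyme GAPDH (100 nM final) supplies unstable 1,3-BPG in-well.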
PI4K2A block: inhibitors of human PI4K2A; Q9BTU6; purified PI4K2A, ADP-Glo luminescence, 1 h; stronger effect = lower value; activity change, negative = inhibition, % at 76.9 µM; hit rate 0.13% among 420,000; AID 1346378; in the data active = activity change below about -50%; inconclusive = mostly about -30% to -49%;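 also: -100% = wells without enzyme as full effect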
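PI4K2A activity was measured by ADP-Glo luminescence: enzyme (4 ug/mL stock) and phosphatidylinositol (1.2 mM stock) in Tris pH 7.5/MgCl2/EGTA/Triton X-100 buffer were reacted with ATP (300 microM stock) for one hour at ambient temperature.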
mIDH1 inhibitor: human IDH1 R132H inhibition; IDH1-R132H enzyme, NADPH consumption, diaphorase/resazurin fluorescence; AID 602179; Potency, µM (doses to about 76.6 µM), without a hit: at the highest dose activity change, negative = inhibition, hits mostly inhibitors; O75874; hit rate 0.093% among 390,000; also: potency is read from the fitted curve at half-maximal effect; % is scaled to controls: 0 for no effect and ±100 for the full control effect; nearly all actives have a fitted effect of over 65% in size
Target sequence (O75874 whole entry R132H, stated change not applied): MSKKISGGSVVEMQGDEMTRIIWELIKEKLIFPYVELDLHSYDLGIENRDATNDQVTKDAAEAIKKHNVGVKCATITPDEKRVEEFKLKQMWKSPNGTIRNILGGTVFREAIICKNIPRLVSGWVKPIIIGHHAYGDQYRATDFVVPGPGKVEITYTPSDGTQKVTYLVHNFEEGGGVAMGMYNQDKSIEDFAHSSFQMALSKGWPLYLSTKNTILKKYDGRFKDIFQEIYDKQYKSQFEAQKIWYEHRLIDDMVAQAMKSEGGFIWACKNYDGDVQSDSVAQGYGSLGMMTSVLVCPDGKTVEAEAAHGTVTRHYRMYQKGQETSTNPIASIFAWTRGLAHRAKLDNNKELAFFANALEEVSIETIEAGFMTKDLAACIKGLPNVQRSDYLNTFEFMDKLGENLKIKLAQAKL
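IDH1-R132H (0.5 ug/mL) preincubated 30 min with compound, then NADPH (0.016 mM) and alpha-KG (2 mM) added; 80 min at RT, pH 7.5. Remaining NADPH coupled via diaphorase/resazurin to fluorescence (540/590 nm); concentration-response curves normalized to no-enzyme control.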
GLS inhibitor: blocks human kidney-isoform glutaminase activity. GLS enzymatic activity, qHTS titration. Potency, µM (doses to about 45.5 µM), without a hit: at the highest dose activity change, negative = inhibition, hits mostly inhibitors. hit rate 0.21% among 410,000; also: potency is read from the fitted curve at half-maximal effect; % is scaled to controls: 0 for no effect and ±100 for the full control effect
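hKGA; 45 mM KH2PO4 pH 8.2 + 0.02% Tween-20; cpd via pin tool; 1 mM Gln soln; GluOx/HRP/Amplex Red; RT 30 min; fluor. t0 & final.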
TrxR1 inh: blocks rat thioredoxin reductase 1 | recombinant rTrxR1, NADPH fluorescence consumption, selenite substrate | O89049 | hit rate 1% among 390,000 | AID 588453 | Potency, µM (doses to about 114 µM), without a hit: at the top dose activity change, negative = inhibition, most hits filed as inhibitors; also: potency is read from the fitted curve at half-maximal effect; % is scaled to controls: 0 for no effect and ±100 for the full control effect; nearly all actives have a fitted effect of over 65% in size
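Rat TrxR1 (90 nM in the dispensed reagent) was pre-reduced with 400 uM NADPH for 5 min at room temperature, then incubated with compound for 15 min. After 400 uM selenite was added, NADPH fluorescence (Ex 340/Em 450 nm) was followed for 8 min.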
TrxR1 substrate: substrates of rat thioredoxin reductase 1 | O89049 | purified TrxR1 substrate turnover, NADPH consumption readout | Potency, µM (titrated, usually from 114 µM), for the others: top-dose activity change, negative = substrate turnover | hit rate 0.01% among 390,000 | AID 588456; also: potency is read from the fitted curve at half-maximal effect; % is scaled to controls: 0 for no effect and ±100 for the full control effect; nearly all actives have a fitted effect of over 50% in size
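Rat TrxR1, dispensed at 90 nM, was prereduced with 400 uM NADPH (final) for 5 min at ~22 deg C, then incubated with compound 15 min before 400 uM selenite. A first-read NADPH fluorescence drop versus no-compound background flagged substrates.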
An asterisk follows results filed as active; i = inactive; ? = inconclusive; & = joins results of further samples; [ ] = remark or other dose. Unless noted, calls follow the shape of the dose curve; as a rule, active = well fitted curve in the direction sought with a large enough effect; inconclusive = small, poorly fitted or top-dose-only effect, or another doubt; inactive = no such curve, though single readings can be large; an effect the other way counts as inactive or inconclusive. These rows are one share of the data; the hit share may differ from the screen's.

smiles	USP1-UAF1 inh	HP1b chromo inh	Pin1 inhibitor	Tb PGK inh	PI4K2A block	mIDH1 inhibitor	GLS inhibitor	TrxR1 inh	TrxR1 substrate
CCOP(=O)(c1ccccc1)c1nc(-c2ccccc2C)oc1NCc1ccccc1 (centres undefined)	-22%	31%	2%	-6%	2	-2%	-2%	30%	10%
COc1ccc(CCNc2ncnc3c2cnn3-c2ccc(F)cc2)cc1	-12%	3%	-6%	-1%	2	-2%	-1%	0%[57.1 µM]	-2%[57.1 µM]
CCOc1ccccc1CN1CCc2nc(Nc3ccc4c(c3)OCCO4)ncc2C1	-4%	?	-1%	2%	1	-3%	3%	14%[57.1 µM]	3%[57.1 µM]
CC(=O)OCC1OC(c2ccccc2)C(OC(C)=O)C(OC(C)=O)C1OC(C)=O (centres undefined)	-9%	37%	2%	-8%	-2	2%	-11%	10%[57.1 µM]	4%
CN1CCN(C2CCCCC2NS(=O)(=O)c2ccc(Cl)cc2)CC1 (centres undefined)	-2%	53%[activator]	1%	1%	7	11%	-1%	13%[57.1 µM]	3%[57.1 µM]
O=C(NCc1ccccc1)N1CCN(c2ccccc2F)CC1	-12%	33%	-8%	1%	3	5%	6%	20%[57.1 µM]	11%[57.1 µM]
O=C(O)c1ccccc1-n1cccc1C(=O)O	-10%	13%	1%	-19%	2	0%	5%	20%[57.1 µM]	2%[57.1 µM]
O=C1c2cccc3cccc(c23)C(=O)N1c1ccc(O)cc1	-24%	24%	?	-15%	-2	-2%	-9%	21%	3%
Cc1ccccc1-c1ccc(CN2CCN(C)C(CCO)C2)cc1 (centres undefined)	-21%	40%[activator]	-2%	-5%	-1	9%	0%	4%	1%
O=C(NN1C(=O)c2ccccc2NC1c1cccnc1)c1ccccc1 (centres undefined)	0%	38%	4%	-1%	-15	0%	11%	2%	16%
CN(C)c1cccc(C(=O)OCC(=O)NCc2ccco2)c1	-14%	11%	1%	i	1	9%	36%[activator]	-4%	-1%
O=C(COc1cccc2cccnc12)NCC(F)(F)F	-18%	30%	-11%	-5%	-8	7%	-12%	-16%	1%
COc1ccc([N+](=O)[O-])cc1N(CC(O)CN(C)C)S(=O)(=O)c1ccccc1 (centres undefined)	-10%	18%	1%	-4%	6	9%	-1%	-2%	-4%
COc1ccc(C(=O)NCC(=O)OCC(=O)Nc2ccc(C)c(S(=O)(=O)N(C)C)c2)cc1OC	-20%	39%[activator]	-4%	-3%	-3	7%	0%	-2%	5%
CCOC(=O)c1c(-c2ccc(C)cc2)csc1NC(=O)c1nc(SC(C)C)ncc1Cl	-25%	-12%	-4%	-6%	1	0%	-1%	16%	3%
CN(CC(=O)Nc1ccc(S(=O)(=O)N2CCOCC2)cc1)Cc1ccc(F)cc1	-28%	55%[activator]	2%	i	6	-7%	-8%	10%	-3%
COc1ccccc1CCc1nnc(CCC(=O)N(C)Cc2cccc3cnccc23)o1	-5%	29%	-4%	-5%	3	-1%	9%	44%[activator]	1%
C=CCN(c1ccccc1OC)S(=O)(=O)c1cccc(C(=O)NCc2cccs2)c1	-12%	27%	9%	i	-1	2%	-7%	-2%	-13%
CC(C)c1nnc(NC(=O)CCC(=O)N2CCN(c3cccc(Cl)c3)CC2)s1	-5%	24%	2%	1%	-2	-2%	-9%	-3%	-4%
O=C(NC(=S)NNC(=O)c1ccccc1[N+](=O)[O-])c1ccccc1	-18%	?	-1%	i	-4	2%	25%	-30%	-1%
Cc1c(Cl)cccc1-n1ncc(C(=O)Nc2ccc(F)cc2F)c1C1CCN(C(=O)OC(C)(C)C)CC1	?	6%	-2%	-9%	2	-6%	1%	29%	2%
CC(C)CCC1(C)NC(=O)N(CC(=O)Nc2ccc3c(c2)OCCO3)C1=O (centres undefined)	-4%	22%	1%	i	-3	-13%	1%	10%	-4%
CCOC(=O)c1c(-c2ccccc2)csc1NC(=O)C(C)NCCCN1CCOCC1 (centres undefined)	2%	?	-16%	0%	8	-5%	25%	15%	-3%
O=C(NCCCN1CCCC1=O)c1c(O)nc2sccn2c1=O	2%	10%	1%	7%	2	-2%	1%	0%	-2%
O=C(Cc1ccccc1F)Nc1cc(Cl)ccc1N1CCCC1	?	43%[activator]	-5%	4%	5	-4%	0%	5%	3%
CC(C)N(C)CCOC(=O)c1ccc2c(c1)OCCO2	-19%	19%	-8%	-3%	2	21%	-4%	6%	6%
COc1ccc(-c2nc(C(=O)Nc3cccc(C(C)=O)c3)nn2-c2ccc(Cl)cc2)cc1	-26%	50%[activator]	9%	i	-8	7%	0%	7%	-4%
Cc1ccc(NC(=O)c2c(C(F)(F)F)nn(C)c2SCc2cccc(C(F)(F)F)c2)cc1C	-25%	68%[activator]	?	-4%	-1	1%	-11%	6%	-6%
O=C(COC(=O)Cc1ccccc1[N+](=O)[O-])NCc1ccccc1Cl	-4%	4%	1%	i	-1	1%	2%	1%[57.1 µM]	-1%[57.1 µM]
COc1ccccc1NS(=O)(=O)c1ccc(C(=O)NCC(c2ccc(F)cc2)N2CCOCC2)cc1 (centres undefined)	-17%	28%	-5%	-3%	-1	-3%	-11%	11%	-4%

Next part.
smiles	USP1-UAF1 inh	HP1b chromo inh	Pin1 inhibitor	Tb PGK inh	PI4K2A block	mIDH1 inhibitor	GLS inhibitor	TrxR1 inh	TrxR1 substrate
O=C(CSc1nc2c(oc3ccccc32)c(=O)n1-c1ccccc1)Nc1ccc(F)c(Cl)c1	-10%	40%[activator]	38%[activator]	0%	-3	1%	2%	15%	5%
COc1cc2c(-c3cc(F)cc(F)c3)c(-c3ccsc3)oc(=O)c2cc1OC	-34%	50%[activator]	3%	-8%	-2	-4%	1%	9%	14%
O=C(NC(Cc1ccccc1)C(=O)O)/C(=C\c1ccccc1F)NC(=O)c1ccccc1 (centres undefined)	4%	5%	-22%	i	0	-8%	15%	20%[57.1 µM]	6%[57.1 µM]
CN(C)c1ccc(NC(=S)NC23CC4CC(CC(C4)C2)C3)cc1	-12%	?	12%	-3%	16	-6%	23%	-14%	-8%
O=C(Nc1ccccc1F)C1CC1c1ccccc1 (centres undefined)	-12%	27%	-1%	-7%	-24	2%	8%	-2%[57.1 µM]	-8%
Cc1cc(OC(=O)c2ccccc2F)c([N+](=O)[O-])c(=O)[nH]1	-13%	28%	2%	-5%	1	4%	-9%	11%	5%
CC(C)NCCCCOc1ccc(Br)cc1Cl	-9%	-20%	3%	-1%	1	-6%	-4%	15%	4%
CC(NC(=O)CN(c1ccccc1F)S(C)(=O)=O)c1ccccc1 (centres undefined)	-18%	26%	-4%	-3%	1	2%	0%	16%[57.1 µM]	3%[57.1 µM]
Nc1ccc(NC(=O)CCN2CCOCC2)cc1	-2%	4%	5%	-3%	2	3%	5%	11%[57.1 µM]	-8%
CCNC(=S)Nc1ccc(N(c2ccccc2)C(C)C)cc1	-20%	-19%	-2%	-9%	4	0%	-16%	28%	1%
Cc1ccc(C(=O)NC(=S)Nc2cccc(NC(=O)c3ccccc3Cl)c2)cc1[N+](=O)[O-]	-3%	?	2%	3%	0	6%	17%	-13%	-8%
O=C(COC(=O)[C@@H]1CC(O)CN1S(=O)(=O)c1ccc(Cl)cc1)NC(=O)NCc1ccccc1 (some centres undefined)	-9%	0%	-13%	-3%	4	-4%	0%	3%	-5%
C/C(CC(=O)Nc1cc(Cl)ccc1C)=N\NC(N)=O	-23%	34%	0%	i	-3	7%	2%	10%	5%
COc1ccc2c3n([n+]([O-])c2c1)CCN=C3c1ccc(C)cc1	4%	7%	3%	0%	1	2%	4%	14%	-5%
O=C(c1cccc(C(F)(F)F)c1)C1CCCN(Cc2cccc(OCCO)c2)C1 (centres undefined)	-7%	15%&14%	3%&-11%	i	2	10%	-7%	16%[57.1 µM]	-14%[57.1 µM]
CCC(C)[C@H](NC(=O)N1CCC(C)CC1)C(=O)OC (some centres undefined)	1%	20%	-4%	i	-7	5%	1%	17%	0%
C/C(=N\NC(=O)c1cc(C(C)C)[nH]n1)c1ccco1	-6%	33%	-7%	-8%	-4	9%	-3%	1%	-9%

Single entries from the entries so far.
`CN1CCN(C2CCCCC2NS(=O)(=O)c2ccc(Cl)cc2)CC1` (centres undefined) | Tb PGK inh: 1%
`O=C(NCCCN1CCCC1=O)c1c(O)nc2sccn2c1=O` | Tb PGK inh: 7%

High-throughput results from PubChem.
